SENP8 block-1 = blocks the human protease SENP8; AID 2540; 330,000 tested, 1.2% active; inhibition, % at 10 µM; Q96LD8; purified SENP8, Z-RLRGG-aminoluciferin cleavage, luminescence; in the data active = inhibition above about 50%
PfG6PD inh = PfG6PD (Plasmodium falciparum) enzyme inhibition; inhibition, % at 20 µM; 350,000 tested, 0.78% active; AID 504690; PfGluPho enzyme, NADPH resazurin-diaphorase fluorescence;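 active = inhibition reaching at least a set limit at 20 µM in the primary screen, cut at about 59% in these data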;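 note: 0% = DMSO wells with substrate and 100% = DMSO wells lacking glucose-6-phosphate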
NALP3 yeast inh = inhibitors of NALP3 inflammasome in yeast; 330,000 tested, 0.39% active; inhibition, % at 10 µM; AID 2825; Yeast reconstituted NLRP3/ASC/caspase-1, beta-gal luminescence, 24 h;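 active = inhibition of 50% or more; inactive = inhibition below 50%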;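 note: plate controls were induced DMSO wells for no effect and uninduced yeast grown without galactose for full effect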
Apaf1 inhib = blocks human Apaf-1 apoptosome activity | inhibition, % at 20 µM | 330,000 tested, 0.71% active | O14727 | reconstituted apoptosome caspase-3 activity, DEVD-Rh110 fluorescence | AID 489030; active = inhibition of at least 40% at 20 µM;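 note: plate controls were DMSO wells for no effect and DEVD-CHO caspase inhibitor wells for full effect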
Target sequence (O14727 whole entry, looked up): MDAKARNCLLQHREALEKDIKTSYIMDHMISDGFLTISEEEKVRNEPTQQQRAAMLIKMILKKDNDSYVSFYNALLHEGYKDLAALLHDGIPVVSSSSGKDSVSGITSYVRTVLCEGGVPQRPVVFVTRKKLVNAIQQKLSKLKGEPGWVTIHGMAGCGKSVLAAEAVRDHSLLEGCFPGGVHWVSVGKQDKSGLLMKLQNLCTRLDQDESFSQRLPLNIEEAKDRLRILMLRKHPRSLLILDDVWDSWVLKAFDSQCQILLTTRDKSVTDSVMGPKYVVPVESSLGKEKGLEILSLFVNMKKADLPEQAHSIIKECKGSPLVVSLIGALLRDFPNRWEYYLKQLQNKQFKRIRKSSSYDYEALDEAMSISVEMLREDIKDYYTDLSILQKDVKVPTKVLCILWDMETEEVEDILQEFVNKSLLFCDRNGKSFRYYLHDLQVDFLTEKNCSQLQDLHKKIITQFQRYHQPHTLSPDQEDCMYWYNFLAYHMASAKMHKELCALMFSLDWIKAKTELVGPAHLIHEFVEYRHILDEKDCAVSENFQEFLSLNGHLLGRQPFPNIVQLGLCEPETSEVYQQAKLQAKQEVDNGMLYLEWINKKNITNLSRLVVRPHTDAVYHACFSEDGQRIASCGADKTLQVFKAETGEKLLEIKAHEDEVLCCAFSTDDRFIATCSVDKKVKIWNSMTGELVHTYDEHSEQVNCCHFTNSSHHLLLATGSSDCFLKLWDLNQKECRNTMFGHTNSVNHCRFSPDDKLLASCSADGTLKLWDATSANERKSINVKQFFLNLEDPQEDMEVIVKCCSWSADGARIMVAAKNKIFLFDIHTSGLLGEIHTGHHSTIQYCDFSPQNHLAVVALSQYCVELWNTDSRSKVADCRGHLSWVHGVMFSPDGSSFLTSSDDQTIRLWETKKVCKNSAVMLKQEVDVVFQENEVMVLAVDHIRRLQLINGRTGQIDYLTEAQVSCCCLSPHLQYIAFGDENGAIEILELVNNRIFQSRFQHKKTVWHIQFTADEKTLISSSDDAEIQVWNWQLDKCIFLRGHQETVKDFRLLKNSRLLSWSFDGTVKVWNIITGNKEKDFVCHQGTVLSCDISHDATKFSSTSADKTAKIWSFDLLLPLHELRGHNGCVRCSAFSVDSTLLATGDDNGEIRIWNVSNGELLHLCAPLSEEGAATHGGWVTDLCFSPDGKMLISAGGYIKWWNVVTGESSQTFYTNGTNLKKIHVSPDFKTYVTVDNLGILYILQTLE
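Material: reconstituted apoptosome with Apaf-1, cytochrome c, caspase-9, procaspase-3, dATP; medium: pH 7.5 Hepes buffer with CHAPS, BSA, DTT; also added: cytochrome c and DEVD-Rh110 substrate; timing: 30 min plus 50 min, RT; signal: Rh110 fluorescence intensity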
SENP7 inh = blocks the human protease SENP7; inhibition, % at 5 µM; AID 434973; 330,000 tested, 1.5% active; Q9BQF6; recombinant SENP7, Z-RLRGG-aminoluciferin luminescence, 40 min;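 active = inhibition above about 50% at the single test dose, limit read from the data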;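 note: plate controls were DMSO with enzyme for no effect and no enzyme buffer wells for full effect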
SENP6 inh = SENP6 protease inhibition | 330,000 tested, 1.8% active | AID 2599 | inhibition, % at 10 µM | Q9GZR1 | Recombinant SENP6 catalytic domain, aminoluciferin luminescence;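 active = inhibition above about 50% at the single tested dose, limit read from the data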;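 note: plate controls were DMSO wells with enzyme for no effect and DMSO wells lacking enzyme for full effect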
SENP8 block-2 = inhibitors of human SENP8 protease. Q96LD8. 360,000 tested, 0.64% active. recombinant SENP8, Nedd8 substrate fluorescence. AID 602440. inhibition, % at 20 µM; in the data active = inhibition mostly above about 40%, no sharp cut-off; inactive = mostly below about 27%
HKDC1 inhibitor = inhibitors of human hexokinase HKDC1; Q2TB90; 340,000 tested, 0.16% active; inhibition, % at 20 µM; recombinant HKDC1, G6PDH/diaphorase resazurin coupled fluorescence; AID 493160;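 active = inhibition above about 35% when tested at 20 µM, limit read from the data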;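 note: plate controls were DMSO wells with enzyme for no effect and DMSO wells lacking enzyme for full effect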
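Test system: recombinant HKDC1 (HK5) hexokinase enzyme, produced in-house; Amount: enzyme 5 µg/mL final; Buffer or medium: Tris pH 8.0 buffer with MgCl2, Tween-20, BSA, BME; Reagent: glucose and ATP substrates; Doses: 20 µM test compound, 1% DMSO; Incubation: 90 min reaction incubation at room temperature, dark; Detection: resorufin fluorescence at 613 nm.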
SENP1 FRET inh = blocks the human SENP1 SUMO protease catalytic domain; inhibition, % at 10 µM; recombinant SENP1 catalytic domain, CyPet-SUMO1-YPet FRET cleavage; 360,000 tested, 0.21% active;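 active = inhibition at least 30% at 10 µM, raw YFP signal under a set limit, fluorescence ratio 0.5 to 1.5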;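 note: 0% = enzyme with DMSO and 100% = no enzyme wells; some results filed as inactive read as strong as hits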
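System: Recombinant human SENP1 catalytic domain, His6-tagged | Incubation: Enzyme reaction for 50 min at room temperature, dark | Medium: Tris pH 8 with BME, BSA, NP40 and catalase | Also added: 25 nM SUMO1 FRET substrate | Compound: 10 µM single point, 0.5% DMSO | Measured by: FRET fluorescence in CFP and YFP emission channels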
Active calls of the source: *; · = not tested or not shown.

SMILES	SENP8 block-1	PfG6PD inh	NALP3 yeast inh	Apaf1 inhib	SENP7 inh	SENP6 inh	SENP8 block-2	HKDC1 inhibitor	SENP1 FRET inh
COC(=O)c1ccccc1NC(=O)CN1CCN(Cc2ccccc2)CC1	2	8	12	9	6	-5	6	4	-1
NC(=O)c1c(NC(=O)C(=O)N2CCOCC2)sc2c1CCC2	-1	-10	4	1	1	1	4	-1	0
O=C(CCCCCNC(=O)c1ccccc1)N/N=C/c1ccc(O)cc1O	4	-13	5	-2	7	2	1	-22	-1
COc1cccc(OC)c1C(=O)Nc1cccc(C(C)=O)c1	3	10	9	-2	1	3	-2	-3	1
COc1ccc(Cl)cc1NC(=O)c1noc2c1CCCC2	-4	5	11	-12	2	-28	9	-7	2
O=C(NCCCn1ccnc1)C(=O)NCC1OCCCN1S(=O)(=O)c1ccc(Cl)cc1 (stereo unspecified)	-4	-1	-8	4	4	-1	6	-11	2
Cc1ccc(C(=O)CSc2nc(C)cc(SCc3nnc(-c4ccccc4)o3)n2)cc1	-1	10	7	3	-6	-20	17	-6	0
O=C(NCc1nnc(SCC(=O)N2CCCCC2)o1)c1ccc(F)cc1	-6	-5	20	4	2	5	-6	-9	2
O=C(c1ccccc1)N(Cc1cccc(Br)c1)C1CCS(=O)(=O)C1 (stereo unspecified)	-1	8	-8	-3	5	1	7	-1	0
COc1ccc(N2CCN(S(=O)(=O)c3cccc4nsnc34)CC2)cc1	-3	-17	11	-6	21	-7	15	11	3
O=[N+]([O-])c1cc([N+](=O)[O-])c(N2CCCCCC2)cc1NCCO	-1	-21	16	-15	12	2	32	5	2
O=C(NCc1cccs1)C(=O)c1cn(CC(=O)N2CCOCC2)c2ccccc12	5	3	-3	2	8	-8	8	0	-1
O=C(Nc1ccccc1C(=O)NCCc1ccc(O)cc1)c1ccco1	-2	-12	11	1	8	0	-14	-1	-19
N#Cc1c2n(c3c(=O)n(CC(=O)c4ccc(Br)cc4)cnc13)CCCC2	1	-1	18	16	0	-4	19	-4	4
C=CCNC(=O)c1onc(CSc2cccc(OC)c2)c1C(=O)NCC=C	-6	-8	34	1	8	-17	-6	0	2
Clc1ccc(CO/N=C2\CCCc3nonc32)c(Cl)c1	-2	12	10	1	0	-4	4	0	-5
CCN(c1ccccc1)S(=O)(=O)c1ccc(C(=O)Oc2ccc(C(C)=O)cc2)cc1	-10	1	7	9	-11	-17	13	-3	4
Cc1ccc(Cn2nnc3c(=O)n(Cc4cccc(C)c4)cnc32)cc1	-2	-16	33	3	2	-3	14	4	0
CC(=O)c1sc(Nc2cccc3ccccc23)nc1C	-7	1	21	-9	5	-11	-160	4	-3
O=C(Nc1ccc(-n2cccn2)cc1)C1CCN(Cc2ccsc2)CC1	-11	-10	18	-5	17	-2	6	4	1
Cc1ccc(S(=O)(=O)N2CCC(C(=O)N[C@@H](C)C(=O)NCc3ccccc3)CC2)cc1	-2	-16	7	2	4	2	6	11	2
CCN(CC)S(=O)(=O)c1ccc(C)c(NC(=O)CNCCN(C(C)C)C(C)C)c1	4	-7	1	-24	5	0	5	2	1
O=C(CSc1ccccc1C(=O)O)c1ccccc1	-16	-6	6	-1	6	0	2	2	1
COc1ccc(OC)c(NC(=O)NCCN2CCN(c3ccccc3)CC2)c1	6	3	11	2	10	4	9	-4	-1
CCOc1ccc(NC(=O)CN(C)C(=O)C2CCN(C(=O)Nc3ccccc3)CC2)cc1OCC	·	0	·	·	·	·	7	-2	2

Results in SENP8 block-2, for 6 of the compounds above:
| structure | SENP8 block-2 |
| --- | --- |
| CCN(CC)S(=O)(=O)c1ccc(C)c(NC(=O)CNCCN(C(C)C)C(C)C)c1 | 5 |
| Clc1ccc(CO/N=C2\CCCc3nonc32)c(Cl)c1 | 4 |
| O=C(NCCCn1ccnc1)C(=O)NCC1OCCCN1S(=O)(=O)c1ccc(Cl)cc1 (stereo unspecified) | 6 |
| O=C(c1ccccc1)N(Cc1cccc(Br)c1)C1CCS(=O)(=O)C1 (stereo unspecified) | 7 |
| O=C(Nc1ccccc1C(=O)NCCc1ccc(O)cc1)c1ccco1 | -14 |
| COc1ccc(N2CCN(S(=O)(=O)c3cccc4nsnc34)CC2)cc1 | 15 |

A draw from above in order of heavy-atom count, largest number first:
SMILES	SENP8 block-1	PfG6PD inh	NALP3 yeast inh	Apaf1 inhib	SENP7 inh	SENP6 inh	SENP8 block-2	HKDC1 inhibitor	SENP1 FRET inh
CCN(c1ccccc1)S(=O)(=O)c1ccc(C(=O)Oc2ccc(C(C)=O)cc2)cc1	-10	1	7	9	-11	-17	13	-3	4
O=C(NCc1nnc(SCC(=O)N2CCCCC2)o1)c1ccc(F)cc1	-6	-5	20	4	2	5	-6	-9	2
CC(=O)c1sc(Nc2cccc3ccccc23)nc1C	-7	1	21	-9	5	-11	-160	4	-3

More entries
SMILES	SENP8 block-1	PfG6PD inh	NALP3 yeast inh	Apaf1 inhib	SENP7 inh	SENP6 inh	SENP8 block-2	HKDC1 inhibitor	SENP1 FRET inh
Cc1cccc(C)c1NC(=O)C1(N(Cc2ccco2)C(=O)CC2NC(=O)NC2=O)CCCCC1 (stereo unspecified)	1	0	6	-6	1	3	23	-2	4
COc1ccccc1CNC(=O)C1(c2ccc(Cl)cc2)CC1	3	15	8	10	1	5	7	-12	-1
COc1ccc(Br)c(C(=O)Nc2ccc(F)cc2)c1	-8	0	-2	-2	-3	-20	14	-4	-3
CCCCN(C)C(=O)c1cn(CC)c2ccc(S(=O)(=O)N(C)C)cc2c1=O	2	-8	12	-3	-6	-10	4	-6	1
Cc1ccc(C(=O)N2c3ccccc3NC(=O)C2C)cc1 (stereo unspecified)	2	2	3	-1	-4	4	15	-6	0
Cc1ccc(NC(=S)N2CCCCCC2)cc1	-2	-2	6	-4	-1	-17	1	2	2
CC1(C)Cc2ccccc2C(N/N=C/c2ccc(Cl)cc2)=N1	4	28	2	14	3	12	25	-6	2
O=C(COC(=O)C1CCN(c2ccc(C(F)(F)F)cn2)CC1)NCc1ccccc1	4	8	2	20	0	1	-60	3	1
O=C(CC1OC(=O)c2ccccc21)Nc1cc(S(=O)(=O)N2CCOCC2)ccc1OCC(F)(F)F (stereo unspecified)	-11	-5	-1	5	13	-3	18	-1	1
O=C(CCc1ccccc1)Nc1ccc2ccccc2n1	0	20	25	3	14	-36	-4	-7	2
Cc1cc(OC(=O)c2ccc(S(=O)(=O)N3CCCC3)cc2)c([N+](=O)[O-])c(=O)[nH]1	-5	-12	-2	-15	-6	-4	8	-9	1
CCCC(C(=O)NC1CCCC1)N(C(=O)c1snc(C(N)=O)c1N)c1ccc(F)cc1 (stereo unspecified)	-1	11	11	11	-1	-4	-307	0	-13
CCCCOC(=O)CSc1nnc(N)s1	1	-10	6	-1	4	14	9	-11	0
CCOC(=O)N1CCN(C(=O)/C(=C/c2cccs2)NC(=O)c2cccs2)CC1	2	-5	28	-7	-2	6	-1	-4	1
Cn1nc(C(F)(F)F)c2cc(NC(=O)OCc3ccc(C(C)(C)C)cc3)sc21	-2	28	8	24	0	-14	22	1	0
CC(=O)Nc1ccc(N(C(=O)CNC(=O)c2cccs2)C(C(=O)NC(C)(C)C)c2ccccc2)cc1 (stereo unspecified)	4	2	3	-3	4	-4	22	-7	2
N#CCCN(C(=O)COC(=O)c1n[nH]c2ccccc12)c1ccccc1	0	-9	8	-4	-2	-11	6	-4	1
Cc1nc2cc(NC(=O)N(C)c3ccc4ccccc4c3)ccc2o1	-1	16	14	-2	8	1	-12	3	-12
CSCCC(NC(=O)c1cccc(C)c1)C(=O)OCN1C(=O)c2ccccc2C1=O (stereo unspecified)	3	1	11	4	-3	-1	6	-6	4
NC(=O)c1cc(S(=O)(=O)Nc2cccc(F)c2)co1	1	5	7	-13	-1	-11	14	-4	0
C=CCc1cccc2cc(C(=O)OCC(=O)c3ccccc3)c(=O)oc12	0	0	-2	7	8	-13	-108	-2	4
CN(C)c1cccc(-c2csc(N3CCC(C(N)=O)CC3)n2)c1	6	10	1	2	6	-7	18	-4	-1
O=C(OCC(=O)N1CCc2ccccc2C1)c1ccc(N2CCOCC2)c([N+](=O)[O-])c1	-3	-12	9	12	-10	-3	18	-9	-1
CCOC(=O)c1c(C)[nH]c(C)c1C(=O)CSc1nnc(-c2ccncc2)n1C	-1	6	-1	-1	6	1	14	3	1
CCOC(=O)CSC1=N/C(=C\c2cccnc2)C(=O)N1c1ccc(OC)cc1	-13	23	-7	3	-5	-15	-25	-11	2

(more compounds)
SMILES	SENP8 block-1	PfG6PD inh	NALP3 yeast inh	Apaf1 inhib	SENP7 inh	SENP6 inh	SENP8 block-2	HKDC1 inhibitor	SENP1 FRET inh
O=C1CC(N2CCC(c3nc4ccccc4[nH]3)CC2)C(=O)N1Cc1ccccc1 (stereo unspecified)	3	9	8	-4	-1	-27	-3	-6	1
Cc1cc(F)ccc1S(=O)(=O)Nc1ccccc1C(=O)N1CCCC1	9	17	17	-4	-2	8	24	3	3
COc1ccc(S(=O)(=O)N(C)C(C)CCc2ccco2)cc1 (stereo unspecified)	-4	18	17	14	-1	-36	-2	-1	-10
C/C=C(/C)C(=O)Nc1cccc(C2=NOC3(C2)C[C@H](C(N)=O)N(C(=O)c2ccccc2)C3)c1 (stereo partly specified)	-4	-3	12	1	-1	-4	2	-5	-1
O=C(O)CSc1nc2ccccc2[nH]1	4	-1	5	11	7	2	20	-4	3
O=C(Cn1c(=O)c2cccn2c2ccccc21)NCCCN1CCCCC1	6	-14	-7	5	3	-2	8	-1	0
O=C1OC(c2ccc(O)cc2)(c2ccc(O)cc2)c2ccccc21	-8	-48	13	11	8	-16	7	2	-3
Cc1cc(NC(=O)COC(=O)[C@@H](NS(=O)(=O)c2ccccc2)C(C)C)no1	3	-4	13	1	4	-31	5	-5	3
CC(C)N1CC(O)=C(c2ccccc2)C1=N	-7	-4	8	-4	0	-23	6	4	0
O=C(c1ccc(Oc2ccc([N+](=O)[O-])cc2)cc1)N1CCCCCC1	11	-11	42	12	0	1	-1	2	1
CCNC(=O)NC(=O)C(C)OC(=O)C1CCN(S(=O)(=O)c2ccccc2F)CC1 (stereo unspecified)	-2	-11	9	-3	-4	-1	21	-1	0
CCCCNC(=O)c1ccc(CNS(=O)(=O)c2ccc(Br)cc2)cc1	1	11	20	3	-2	9	3	-3	-13
O=C(COC(=O)C1(c2ccc(F)cc2)CCCC1)N1CCN(C(=O)c2ccco2)CC1	5	-3	4	4	9	16	14	-7	0
CC(=O)Nc1ccc(NC(=O)C(Sc2ccccc2)c2ccccc2)cc1 (stereo unspecified)	-9	-3	-3	6	-13	-8	5	-5	4
Cc1ccc(Cn2nnc3c(=O)[nH]c(C4CCCN(S(=O)(=O)c5ccc(F)cc5)C4)nc32)cc1 (stereo unspecified)	4	10	17	35	-6	-13	9	1	1
O=C(NC1CC1)[C@@H]1CSC2c3ccccc3C(=O)N21 (stereo partly specified)	2	-29	0	-7	-1	17	10	-2	3
Cc1ccc(CNC(=O)/C=C/C(=O)O)cc1	-1	10	21	-9	2	-11	0	-5	2
COc1cc(C(=O)Nc2ccc3c(c2)Cc2cc(NC(=O)c4cc(OC)c(OC)c(OC)c4)ccc2-3)cc(OC)c1OC	-2	7	-31	4	-6	2	-116	18	1
CCn1c(=O)c2c(n3cnnc13)-c1ccccc1CC21CCCCC1	-6	-1	-25	12	1	3	-22	-9	-1
